# Source: PubChem BioAssay
# ADAM17 inh = inhibitors of human ADAM17. recombinant ADAM17, EDANS/DABCYL FRET peptide cleavage. inhibition, % at 6.95 µM. hit rate 0.83% among 370,000. AID 720648;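 active means inhibition above the mean of compounds lying between control limits plus 3 SD, set per campaign, cut at about 8.5% in these data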;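 further: 0% = DMSO-only wells as the low control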
# DAX1 inh-1 = inhibits human nuclear receptor DAX1. HEK293 Gal4-DAX1 luciferase reporter, luminescence. AID 504766. P51843. inhibition, % at 6.75 µM. hit rate 0.99% among 340,000;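 active means inhibition above the mean over all tested compounds plus 3 SD, cut at about 4.2% in these data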;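 further: 0% = DAX1-transfected cells with DMSO and 100% = empty-vector control cells with DMSO; inhibition shows as a rise in luminescence from relieved DAX1 repression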
# Target sequence (P51843 207-470 limits assumed): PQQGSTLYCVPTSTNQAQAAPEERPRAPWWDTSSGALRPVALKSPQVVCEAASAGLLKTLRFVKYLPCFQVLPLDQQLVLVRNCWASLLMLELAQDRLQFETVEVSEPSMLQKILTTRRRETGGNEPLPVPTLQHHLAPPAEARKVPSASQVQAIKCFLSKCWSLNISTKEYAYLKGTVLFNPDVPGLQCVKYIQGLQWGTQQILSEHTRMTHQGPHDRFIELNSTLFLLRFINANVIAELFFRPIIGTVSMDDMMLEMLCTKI
# PLCb3 inh = inhibitors of human phospholipase C beta3; Q01970; Purified PLC-beta3, fluorogenic substrate, fluorescence; inhibition, % at 12.2 µM; hit rate 0.18% among 370,000; in the data active means inhibition above about 11%;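 further: 0% = median of compound wells on plate and 100% = full blocker control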
# ssDAF-12 act = activates DAF-12 receptor from parasite S. stercoralis | HEK293 ssDAF-12/GRIP1 lit1-tk-luc reporter, luminescence; % of 3 µM dafachronic acid response | activation, % at 6.8 µM | hit rate 1% among 370,000 | AID 652126;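 active means activation above the mean over all tested compounds plus 3 SD, cut at about 0.9% in these data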;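 further: 0% = DMSO-only wells and 100% = 3 µM delta7-dafachronic acid wells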
# hcDAF12 agonist = H. contortus DAF-12 activation, primary screen | HEK293 hcDAF-12 lit1-tk-luc reporter, luminescence; 0% DMSO, 100% Δ7-dafachronic acid | activation, % at 6.8 µM | hit rate 1.4% among 370,000 | AID 652067;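 active means activation above the mean of all tested compounds plus 3 SD, cut at about 5.5% in these data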;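 further: 100% = response to 3 µM Δ7-dafachronic acid high control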
# MBD2 inh = MBD2-methylated oligo binding inhibition; TR-FRET, MBD2 binding to methylated oligonucleotide; inhibition, % at 4.4 µM; hit rate 0.31% among 370,000; AID 686964; in the data active means inhibition above about 13%
# Target sequence (Q9UBB5 whole entry, looked up): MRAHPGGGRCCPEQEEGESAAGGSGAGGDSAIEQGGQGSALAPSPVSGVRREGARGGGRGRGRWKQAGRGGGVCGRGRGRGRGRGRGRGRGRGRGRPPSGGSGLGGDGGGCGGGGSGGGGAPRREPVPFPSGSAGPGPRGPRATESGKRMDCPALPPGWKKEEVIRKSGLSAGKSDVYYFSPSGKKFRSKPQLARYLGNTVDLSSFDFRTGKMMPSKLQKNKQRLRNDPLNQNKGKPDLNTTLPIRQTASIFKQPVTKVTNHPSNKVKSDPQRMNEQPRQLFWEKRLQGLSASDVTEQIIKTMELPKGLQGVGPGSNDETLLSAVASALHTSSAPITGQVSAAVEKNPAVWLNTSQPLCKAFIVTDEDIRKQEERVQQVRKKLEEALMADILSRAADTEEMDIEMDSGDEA
# NR1D1 modulator = Rev-erb alpha (human) modulation; P20393; Rev-erbα–FITC-DNA binding, fluorescence polarization, 90 min; activity, % at 10 µM; hit rate 0.79% among 370,000; AID 1259318;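 active means activity above about 14%, limit read from the data; passing the limit was not always enough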;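 further: 0% = DMSO wells with 35 nM protein and 100% = DMSO wells with 750 nM protein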
# DAX1 inh-2 = DAX1 (NR0B1) inhibition, primary screen. HEK293T StAR-luciferase reporter, SF-1/DAX-1 repression relief. inhibition, % at 6.8 µM. hit rate 1.1% among 370,000. AID 652010;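 active means inhibition above the mean over all tested compounds plus 3 SD, cut at about 3.6% in these data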;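 further: 0% = DAX-1 cells with DMSO and 100% = cells lacking DAX-1 with DMSO; higher inhibition means more luminescence from relief of DAX-1 repression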
# hgDAF12 agonist = activates the H. glycines DAF-12 receptor ligand-binding domain; HEK293 GAL4-hgDAF12 UAS-luciferase reporter, agonist luminescence; normalized to butyrate control; hit rate 1.8% among 370,000; activation, % at 6.8 µM;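 active means activation above a cutoff set at the mean of all screened compounds plus 3 SD, cut at about 10% in these data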;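 further: 0% = DMSO wells and 100% = sodium butyrate wells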
# PLCg1 inh = inhibitors of human phospholipase C gamma1 | P19174 | purified PLC-gamma1, fluorogenic substrate, fluorescence | inhibition, % at 12.2 µM | AID 720700 | hit rate 0.84% among 370,000; in the data active means inhibition above about 9.5%
# SMARCA2 activ = activators of SMARCA2 function; activation, % at 9.1 µM; hit rate 1% among 370,000; MG213 cells, MMTV-luciferase reporter, dexamethasone, overnight; in the data active means activation above about 7.8%;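 further: 0% = vehicle wells and 100% = reference activator wells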
# * marks the source's active call; other numbers are inactive results; i = inactive; / = not tested or not shown.
SMILES,ADAM17 inh,DAX1 inh-1,PLCb3 inh,ssDAF-12 act,hcDAF12 agonist,MBD2 inh,NR1D1 modulator,DAX1 inh-2,hgDAF12 agonist,PLCg1 inh,SMARCA2 activ
COc1cccc(-n2cc(CNC(=O)C3CCC(=O)N(C4CC4)C3)cn2)c1 (stereo unspecified),-3,0.0,-4,-0.7,-0.6,9,1,0.5,0.6,-2,-1
COc1cc(CNn2cn[nH]c2=S)cc(Cl)c1OCc1ccccc1,4,-0.3,4,-0.8,-0.1,2,2,0.1,1.7,2,1
O=C(NCc1cccnc1)C1CC(=O)N(C2CCCCC2)C1 (stereo unspecified),-2,1.0,1,-0.5,-0.7,-3,2,0.6,2.5,2,5
COc1ccc(OC)c(NC(=S)N2CCC(C(O)(c3ccccc3)c3ccccc3)CC2)c1,-3,0.0,-1,-1.7,0.9,5,0,0.1,0.7,-1,-2
O=C(CCN1C(=O)c2ccccc2C1=O)N1CCN(c2ccccc2)CC1,1,0.1,1,-0.7,1.6,-4,-6,-0.2,-0.6,1,1
Nn1c(Cc2ccccc2F)nnc1SCCOc1ccc(Cl)cc1,1,-1.3,-1,-2.1,-2.6,0,0,-0.2,-4.3,-1,-3
CCOCCCNC(=O)C(NC(=O)C1CCC(=O)N1)c1ccc(C)cc1 (stereo unspecified),-3,0.2,1,-0.8,-0.9,1,2,-1.0,0.3,1,6
COc1ccc(NC(=O)CN(C)C(=O)c2cccc(S(=O)(=O)Nc3ccccc3Cl)c2)cc1,-3,-0.1,-1,-0.6,1.1,-4,-2,1.3,0.4,-1,-2
CCC(C)NS(=O)(=O)c1ccc(S(=O)(=O)Nc2cc3c(cc2C(C)=O)OCO3)cc1 (stereo unspecified),0,-0.2,-7,-0.9,0.0,-2,3,0.0,-0.6,-3,-3
O=C(CN1CCN(c2ccc(Cl)cc2)CC1)NCc1ccccc1,-2,-0.3,-4,-1.9,-1.4,1,0,-0.7,-5.3,-2,-4
N#CC(Cc1cc2ccccc2n1S(=O)(=O)c1ccccc1)OCc1ccccc1 (stereo unspecified),0,-0.7,0,0.0,3.0,1,-1,1.1,2.7,-1,-7
COc1ccc(C(=O)Nc2cc(-c3ccc(C)cc3)no2)cc1,0,-1.5,-1,-0.7,-2.5,-2,-2,-0.1,-3.0,-3,-2
Cc1ccc(/C=N/N=C/c2ccc(C)cc2)cc1,0,-0.3,3,-1.1,1.7,0,1,0.0,0.1,3,6
CC(CC(=O)Nc1ccc(Cl)c([N+](=O)[O-])c1)c1ccccc1 (stereo unspecified),2,-0.3,3,-1.2,-0.3,-2,3,-0.6,0.5,3,-3
CCOc1ccc(N(CC(=O)Nc2ccc(OC)cc2)S(C)(=O)=O)cc1,8,2.0,5,0.2,2.4,-3,-3,1.3,6.9,9,4
O=c1c2c(-c3ccc(Cl)cc3)csc2nc2n1CCC2,-2,-0.5,4,-1.5,-1.7,-5,-5,0.1,0.2,6,1
Cc1ccc(-c2nsc(SCC(=O)Nc3ccc4c(c3)OCO4)n2)cc1,0,0.5,3,-0.9,2.3,9,-7,1.0,6.1,1,2
Cc1cc(C)c(OCCN2CCCC2)c(Cl)c1,-4,2.8,-3,-0.5,-1.7,-4,-3,-0.6,-1.4,0,-2
Cc1[nH]c2ccccc2c1/C=N/NC(=O)CNC(=O)c1ccc2c(c1)OCCO2,4,-0.6,-1,-0.8,-1.0,-6,0,-0.2,0.2,6,3
CCOc1ccc(-n2c(=O)c3c(C)c(C(=O)N(C)C)sc3n(CC(=O)Nc3ccccc3F)c2=O)cc1,-1,1.9,-3,-1.6,-1.5,1,-1,0.3,1.5,4,4
Cc1c(Cl)cccc1NC(=S)NNS(=O)(=O)c1ccc([N+](=O)[O-])cc1,-3,-0.1,-10,-1.1,-2.0,3,2,1.2,0.9,4,-3
CC(C)(CC(=O)O)CC(=O)Nc1ccccc1Oc1ccccc1,4,2.8,-5,-1.7,0.3,-1,2,0.2,0.8,0,-3
CC(=O)N1N=C(c2ccco2)CC1c1ccc(Cl)o1 (stereo unspecified),-2,0.3,2,-0.6,0.7,6,3,1.1,0.4,-5,-1
O=C(CSc1nc2ccc(Nc3nc(N4CCOCC4)nc(N4CCOCC4)n3)cc2s1)NCc1ccco1,-1,-0.6,-1,-1.2,-3.2,2,-2,-1.3,-1.4,0,1
CC(C)CCNC(=O)c1ccc2c(SCC(=O)O)c3c(nc2c1)CCCC3,-2,0.0,-5,-1.5,-0.1,-1,0,0.2,1.4,-5,3
Cc1[nH]c2ccccc2c1Cc1n[nH]c(=S)o1,-1,4.7*,-2,-0.4,1.8,-1,-9,0.1,5.9,1,1
Cc1cccc(C(=O)OCCN2CCOCC2)c1,-2,2.5,-10,0.1,0.8,1,6,-0.2,0.6,0,-1
O=C(Cn1nnc(-c2ccc(N3CCOCC3)cc2)n1)OC1CCCCC1,-5,1.2,1,-1.2,0.6,3,4,-0.6,0.5,2,-1
O=C1c2ccccc2S(=O)(=O)c2cc(C(=O)N3CCCC3)ccc21,0,-1.0,1,-1.6,-1.3,0,2,-0.5,0.9,-2,2
Cc1cccc(N2CCN(c3cccc(C)c3)C2c2cccnc2)c1,-2,0.5,-1,-1.5,0.6,1,-2,-0.2,1.2,0,4
C=CCn1c(O)c(N=Nc2ccccc2[N+](=O)[O-])c2ccccc21,-6,1.4,2,1.1*,6.7*,4,4,1.2,4.7,-3,-3
C[C@@H]1CCCCO[C@@H](CN(C)C(=O)Nc2ccc3c(c2)OCO3)[C@@H](C)CN([C@H](C)CO)C(=O)c2cc(NC(=O)Nc3ccc(C(F)(F)F)cc3)ccc2O1,9.8*,/,-1,-1.2,-0.7,-9,0,0.2,3.4,0,-3
Cc1ccc(C(=O)OCC(=O)NC2CCCCC2)s1,-4,-1.4,-2,-1.2,-0.6,1,0,0.0,2.4,1,8
Cc1ccccc1NC(=O)Cc1nnc(SCC(=O)c2ccc(Br)cc2)n1C,-5,0.2,0,-1.2,-1.5,-1,-5,0.7,-0.2,-3,-3
Cc1cc(C)c(S(=O)(=O)Nc2ccccn2)c(C)c1,-8,4.3*,-17,-1.7,-1.7,-1,4,0.4,-0.8,-11,-1
CCCCCN1CCCCC(NC(=O)c2cc(OC)c(OC)c(OC)c2)C1=O (stereo unspecified),-4,/,-6,-1.8,-0.8,3,-3,-0.4,3.7,-2,-2

# An excerpt from above in order of their number in PLCg1 inh, highest first:
mol	ADAM17 inh	DAX1 inh-1	PLCb3 inh	ssDAF-12 act	hcDAF12 agonist	MBD2 inh	NR1D1 modulator	DAX1 inh-2	PLCg1 inh	SMARCA2 activ
Cc1cccc(N2CCN(c3cccc(C)c3)C2c2cccnc2)c1	-2	0.5	-1	-1.5	0.6	1	-2	-0.2	0	4
CCCCCN1CCCCC(NC(=O)c2cc(OC)c(OC)c(OC)c2)C1=O (stereo unspecified)	-4	/	-6	-1.8	-0.8	3	-3	-0.4	-2	-2
CC(C)CCNC(=O)c1ccc2c(SCC(=O)O)c3c(nc2c1)CCCC3	-2	0.0	-5	-1.5	-0.1	-1	0	0.2	-5	3

# (next part)
SMILES,ADAM17 inh,DAX1 inh-1,PLCb3 inh,ssDAF-12 act,hcDAF12 agonist,MBD2 inh,NR1D1 modulator,DAX1 inh-2,hgDAF12 agonist,PLCg1 inh,SMARCA2 activ
CCSC1=NN2CCS(=O)(=O)N=C2S1,-1,1.1,-6,-1.6,1.2,2,0,-0.2,3.2,-1,-2
COc1ccc2c(CC(=O)OCC(=O)Nc3cccc(C)c3)coc2c1,-7,1.1,-21,-0.4,0.1,5,-8,-1.2,1.1,-12,0
N#C/C(C(=O)Oc1ccccc1)=C1\C=Cc2ccccc2N1,-4,0.2,-29,-1.5,-3.0,-4,6,-0.1,1.0,-24,-1
NNS(=O)(=O)c1ccc(Cc2ncc(C(F)(F)F)cc2Cl)s1,-3,1.6,2,-0.9,-0.4,-6,2,-0.3,3.2,-1,1
COc1ccc(Oc2c(Cl)cnn(-c3ccccc3)c2=O)cc1,0,0.5,0,-1.3,-0.8,-1,1,0.5,2.5,1,3
CCc1c(C)nc2cc(-c3cccc(Br)c3)[nH]n2c1=O,-9,2.5,-6,1.0*,6.4*,-4,-7,0.5,7.0,-1,2
COCCN1CCN(C(=O)c2cc(COc3cncc(Cl)c3)on2)CC1,1,0.8,-3,-1.1,-1.4,-7,-1,-0.6,-1.6,1,2
Cc1ccc(C)c(NC(=O)CN(C)C(=O)c2cccc(S(=O)(=O)N3CCN(Cc4ccccc4)CC3)c2)c1,-4,-1.5,-5,-1.7,-3.7,2,0,-7.5,-6.0,-4,-3
O=C(COC(=O)Cc1n[nH]c(=O)c2ccccc12)Nc1ccc(Cl)cc1F,-4,2.9,-8,-1.3,-0.7,1,1,0.3,-1.4,-1,-3
COc1ccc(S(=O)(=O)NCc2ccc(C(=O)N(C)Cc3ccco3)cc2)cc1,0,0.0,4,-1.0,-0.6,2,-3,-0.8,0.6,-1,1
COc1cc(/C=C(\NC(C)=O)C(=O)Nc2ccc(NC(C)=O)cc2)ccc1OC(C)=O,1,2.5,2,-0.9,0.1,-3,0,0.1,-0.5,1,-1
CSc1cccc(NC(=S)N(CCCN2CCCC2)Cc2cccs2)c1,2,-0.5,2,-1.5,-0.8,-6,1,1.8,-2.1,13*,1
CCCS(=O)(=O)N1CCC(C(=O)N2CCCC2)CC1,-4,-0.6,0,-1.1,-1.0,-1,2,-0.1,0.9,0,0
CCCCOC(=O)c1ccc(NC(c2ccc(C)cc2)P(=O)(OC)OC)cc1 (stereo unspecified),3,-0.2,5,-1.6,-1.4,-2,1,-0.5,0.2,4,5
COc1ccc(N2C(=O)c3ccc(C(=O)Nc4cc(OC)ccc4OC)cc3C2=O)cc1,-3,-0.1,-5,-1.1,-1.1,3,1,0.2,0.3,-2,1
CSCCC(NC(=O)c1ccco1)C(=O)N1CCN(Cc2ccccc2)CC1 (stereo unspecified),-5,-0.7,-7,-0.6,-1.5,1,-6,-0.6,-0.1,-1,0
Nc1ccc(-c2cc(N)n(-c3ccccc3)n2)cc1,1,-0.3,-44,-1.2,-1.0,-1,3,0.5,-4.4,-35,0
Cc1cccc(N2CCN(C(=O)c3cccc(N4CCCC4=O)c3)C(C)C2)c1 (stereo unspecified),-1,-2.1,-5,-1.7,-2.1,-2,-3,-4.6,1.7,3,-3
Cn1c(CN2CCCCC2)nc2cc(NC(=O)c3ccccc3)ccc21,-10,-1.6,-24,-1.6,-2.7,-2,-7,-0.9,-0.1,-17,-4
CCOc1ccc(NC(=O)CCCOc2cc(=O)n(C)c3ccccc23)cc1,-5,0.2,0,-0.5,0.5,-2,-4,0.4,-0.4,2,-2
CN(C1=NC(=O)C(CC(=O)O)S1)c1ccc(O)cc1 (stereo unspecified),1,0.9,0,-0.9,-0.8,0,-2,-0.4,-0.2,2,-2
CC(C)NC(=O)c1ccccc1NC(=O)C1COc2ccccc2O1 (stereo unspecified),5,-0.1,5,-0.8,-1.9,3,-1,-0.9,0.1,5,-8
CC(=O)Nc1ccc(C(C#N)c2ccccc2)cc1 (stereo unspecified),-1,-0.7,3,-0.9,-0.9,6,3,-0.1,0.4,-2,0
Cc1[nH]c(=S)[nH]c(=O)c1Cc1c(O)ccc2ccccc12,-17,0.2,-17,-0.5,2.0,-2,1,-0.8,4.4,-15,-2
O=C(NCc1ccco1)Nc1ccc2nsnc2c1,-238,1.3,i,-1.1,-0.8,-4,3,0.5,-2.1,i,4
